Source: PubChem
Y pestis TopoI – Y. pestis Topo-I inhibition via cleavage products | Y. pestis Topo-I cleavage product accumulation, plate reader | activity, % at 10 µM | hit rate 0.064% among 360,000 | AID 504884; in the data active = activity above about 50%, passing the limit was not always enough; note: inactives centre near 2
TcdB GH inh – blocks C. difficile toxin B glycohydrolase activity | P18177 | TcdB glycohydrolase enzymatic assay, plate reader | inhibition, % at 9.99 µM | hit rate 0.24% among 350,000; in the data active = inhibition above about 10%
MazF activator – increases E. coli MazEF RNase cleavage of RNA; activation, % at 20 µM; AID 504720; hit rate 0.32% among 350,000; FAM/BHQ RNA-DNA oligo cleavage fluorescence, 5 h; P0AE70; in the data active = activation above about 50%
Target sequence (P0AE70 whole entry, looked up): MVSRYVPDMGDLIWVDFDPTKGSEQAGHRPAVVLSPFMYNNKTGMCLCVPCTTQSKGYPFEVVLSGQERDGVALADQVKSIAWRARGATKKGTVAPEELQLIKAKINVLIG
SARS 3CLpro inh – SARS-CoV 3CLpro protease inhibition. P0C6X7. recombinant SARS-CoV 3CLpro, quenched FRET peptide cleavage. inhibition, % at 6 µM. hit rate 0.14% among 290,000. AID 1706; in the data active = inhibition above about 12%
BH1578 lux ind – quorum light induction in luxS cqsA deficient V. cholerae; V. cholerae BH1578 lux reporter, luminescence, 6 h; activation, % at 18.7 µM; hit rate 0.16% among 350,000; AID 588436; in the data active = activation mostly above about 9.7%, no sharp cut-off; note: not every result past the cut was called active; inactives centre near 0; reference of the scale not given here
DUSP3 inh – blocks human VHR1 dual specificity phosphatase; inhibition, % at 13.3 µM; P51452; hit rate 0.52% among 290,000; recombinant VHR phosphatase, pNPP absorbance; in the data active = inhibition above about 50%; note: some compounds called inactive have numbers as strong as hits
Target sequence (P51452 whole entry, looked up): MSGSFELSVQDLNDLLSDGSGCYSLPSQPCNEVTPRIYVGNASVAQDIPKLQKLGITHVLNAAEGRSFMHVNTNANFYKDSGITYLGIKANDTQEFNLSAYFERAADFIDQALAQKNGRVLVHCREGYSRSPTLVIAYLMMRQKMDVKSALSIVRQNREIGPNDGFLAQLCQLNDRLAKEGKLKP
Rv3671c protease – inhibits the M. tuberculosis serine protease Rv3671c. P9WHR9. inhibition, % at 5.96 µM. AID 2606. hit rate 0.048% among 320,000; in the data active = inhibition above about 38%;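 note: extracellular domain of Rv3671c used as enzyme; 0% = enzyme with DMSO and 100% = no enzyme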
Target sequence (P9WHR9 whole entry, looked up, the tested form may be a part): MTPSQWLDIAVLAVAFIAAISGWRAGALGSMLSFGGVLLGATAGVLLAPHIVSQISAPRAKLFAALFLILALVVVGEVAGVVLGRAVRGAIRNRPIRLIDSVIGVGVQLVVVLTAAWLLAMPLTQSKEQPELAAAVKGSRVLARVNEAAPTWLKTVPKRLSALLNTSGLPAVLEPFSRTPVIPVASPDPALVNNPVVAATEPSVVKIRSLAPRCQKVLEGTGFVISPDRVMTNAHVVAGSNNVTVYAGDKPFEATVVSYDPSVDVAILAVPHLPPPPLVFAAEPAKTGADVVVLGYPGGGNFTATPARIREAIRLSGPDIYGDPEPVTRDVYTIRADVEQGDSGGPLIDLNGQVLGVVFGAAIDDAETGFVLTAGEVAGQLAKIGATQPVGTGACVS
PrPC TRFRET – reduces human prion protein on the cell surface. P04156. cell surface PrPC, TR-FRET read-out. inhibition, % at 13.8 µM. hit rate 0.43% among 370,000; in the data active = inhibition above about 24%; note: 0% = median of the test wells and 100% = reference compound wells
CCHF vOTU inh – CCHFV vOTU protease inhibition. hit rate 0.55% among 370,000. inhibition, % at 11.5 µM. AID 651958. Pep-AMC fluorescence; in the data active = inhibition above about 30%; note: 0% = vehicle wells with enzyme and 100% = no enzyme wells
PriA SSB inh – inhibitors of Klebsiella pneumoniae PriA binding to SSB C-terminal tail; AlphaScreen SSBct-PriA binding, biotinylated peptide; inhibition, % at 33 µM; hit rate 0.6% among 430,000; AID 1272365; in the data active = inhibition mostly above about 37%, no sharp cut-off; inactive = mostly below about 20%;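 note: plate controls were negative control peptide for no effect and reference peptide for full effect; strong numbers were not always called active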
Active calls of the source: *; i = inactive; · = no result given; & = joins results of further samples; ! = not active in a repeat. Not all compounds are listed; count on the stated rates, not on these rows.

Values run as follows: Y pestis TopoI	TcdB GH inh	MazF activator	SARS 3CLpro inh	BH1578 lux ind	DUSP3 inh	Rv3671c protease	PrPC TRFRET	CCHF vOTU inh	PriA SSB inh
- CC(C)Oc1cccc(C(=O)C2CCCN(S(C)(=O)=O)C2)c1 (configuration not stated)
→ -8	0.7	0	4	-0.3	8	-5	-5	-6	5
- C/C(=N\NC(=S)NCCc1ccccc1)c1ccc(O)cc1O
→ -16	-0.6	11	5	i	17	-8	-6	12	·
- COc1ccc(N(CC(=O)NCCSCc2ccco2)S(=O)(=O)c2ccccc2)cc1
→ -10	0.1	-11	-3	-0.5	-10	-9	2	14	-7
- CCOC(=O)c1cc(CC)sc1NC(=O)c1cc(OC)c(OC)c(OC)c1
→ -7	0.7	-9	-1	-0.7	20	-16	8	6	-20
- Cc1ccc(C(=O)O/N=C(/c2nonc2N)N(C)C)cc1
→ 1	·	2	0	i	20	4	1	4	·
- Cc1c(C(=O)OC(C)C)sc2nc[nH]c(=O)c12
→ 6	·	2	-4	-1.2	12	11	-2	-9	-2
- COc1cccc(Cn2cccc(NC(=O)Nc3ccc(C#N)cc3)c2=O)c1
→ -2	·	4	2	i	14	-58	8	-4	-8
- CCc1ccc(NC(=O)COC(=O)CCC2CCCC2)cc1
→ 21	-0.9	-1	·	0.2	·	-16	11	17	-28
- O=C(O)c1ccc(CN(c2ccccc2)S(=O)(=O)c2ccccc2)cc1
→ 5	-0.5	2	3	i	-12	-1	-2	-9	-7
- N#Cc1ccccc1S(=O)(=O)N1CCN(C(=O)CCc2ccccc2)CC1
→ 1	1.5	9	·	i	·	-1	1	-9	-6
- O=S(=O)(NCCSc1nnc(-c2ccco2)n1-c1ccccc1)c1ccccc1
→ 20	·	3	-7	i	19	9	11	5	4
- CCCc1cc(=O)oc2c3c(cc(OCC(=O)NCCCn4ccnc4)c12)OC(C)(C)CC3
→ 12	11*	6	5	-0.7	21	3	1	-197	13
- CC(C)(C)C(=O)Nc1c(Cl)cccc1OC(F)(F)F
→ 0	-0.7	11	-4	i	9	-2	-5	5	-7
- Cc1ccc(-n2c(SCC(=O)NC3CCS(=O)(=O)C3)nc3ccccc3c2=O)c(C)c1 (configuration not stated)
→ -1	-0.3	-7	·	-0.6	·	·	5	-10	·
- CCOC(=O)Cc1csc(N/N=C\c2ccc(N(C)C)cc2)n1
→ -6	-2.3	3	-3	2.3	2	-5	2	8	·
- CC(C)(C)OC(=O)N1CCC(NC(=O)c2nc[nH]c2C(=O)NCc2ccccc2)CC1
→ 4	1.1	-9	·	-0.3	·	-5	-1	0	13
- CC(/C=C1\SC(=S)N(CCC(=O)Nc2nc(C)cs2)C1=O)=C\c1ccccc1
→ 1	-0.2	-13	2	i	4	-18	0	-2	-4
- Cc1nc(N2CCN(S(=O)(=O)c3ccccc3)CC2)c2cc(-c3ccccc3)sc2n1
→ 3	·	-16	1	-0.6	9	2	-8	5	-23
- CCOc1cc(C2C(C#N)=C(N)OC3CCCC(=O)C32)ccc1OCCN1CCOCC1 (configuration not stated)
→ -6	·	-5	-1	-0.6	-17	1	-10	5	-9
- COc1cc(CN2CCC(C(=O)N3CCN(c4ccccc4F)CC3)CC2)cc(OC)c1O
→ 7	·	2	-1	·	42	-2	3	-3	-1
- CC(C)N(Cc1ccccc1)C(=O)c1cccs1
→ 2	-1.2	0	-3	i	2	-2	-13	1	8
- O=C(COC(=O)c1ccc(Cl)cc1)NC(=O)NC1CCCC1
→ 1	1.3	1	·	10	·	·	-2	8	-14
- O=C(CCNS(=O)(=O)c1ccccc1)N1CCCCCC1
→ 13	0.2	-8	1	-0.4	70	-7	4	2	-4
- Cc1ccccc1NC1=C(Cl)C(=O)OC1OC(=O)c1ccccc1C (configuration not stated)
→ 12	1.5	3	8	-0.2	20	-4	3	8	-26
- O=C(CSc1cccc2cccc(Cl)c12)OCC(=O)N1CCN(C(=O)c2ccco2)CC1
→ -9	·	-11	6	-3.3	8	-10	43*	1	-5
- CCOC(=O)c1cc2c(=O)n3ccccc3nc2n(C(C)C)c1=NC(=O)c1c(-c2c(F)cccc2Cl)noc1C
→ 17	·	-6	1	-0.3	-2	-10	-2	-45	0
- CC1=CC(C)(C)Nc2ccccc21
→ -1&-3	1.0	4&5	-7	-0.3&-5.3	18	-8&0	8&-2	7&3	53*!
- COc1cccc(C2C3=C(N=c4s/c(=C\c5ccc(OCC(=O)O)cc5)c(=O)n42)c2ccccc2CC3)c1 (configuration not stated)
→ ·	·	-45	5	·	0	-31	·	·	12
- COc1ccc(C(=O)NC(=S)NNC(=O)COc2ccccc2)cc1
→ 5	-5.4	2	3	-0.3	21	-4	14	22	-29
- Cc1cc(OCC(=O)NCc2cccnc2)c2c(C)cc(=O)oc2c1
→ 7	0.0	11	5	0.7	29	2	-2	-2	7

Copied from the list.
SARS 3CLpro inh, CCCc1cc(=O)oc2c3c(cc(OCC(=O)NCCCn4ccnc4)c12)OC(C)(C)CC3 = 5
TcdB GH inh, CC1=CC(C)(C)Nc2ccccc21 = 1.0
TcdB GH inh, Cc1ccc(-n2c(SCC(=O)NC3CCS(=O)(=O)C3)nc3ccccc3c2=O)c(C)c1 (configuration not stated) = -0.3

Next part
Values run as follows: Y pestis TopoI	TcdB GH inh	MazF activator	SARS 3CLpro inh	BH1578 lux ind	DUSP3 inh	Rv3671c protease	PrPC TRFRET	CCHF vOTU inh	PriA SSB inh
- O=S(=O)(NCC1CC1)c1cc(Cl)cc(Cl)c1
→ -7	0.5	4	5	-8.3	6	-2	-1	2	-16
- CC(C)NC(=O)CSc1nncn1-c1ccccc1
→ 0	·	-2	-4	i	-10	6	2	-13	-24
- O=C(CN(Cc1cccs1)C(=O)CCC(=O)Nc1nccs1)NCc1ccccc1
→ -2	4.0	-2	-9	-0.4	12	3	3	-15	-4
- CN(C)CCCN1C(=O)c2oc3ccc(F)cc3c(=O)c2C1c1cccnc1 (configuration not stated)
→ -11	0.0	18	5	-0.1	16	4	-10	-5	-4
- CC(=O)N1CCC(N(CCCOC(C)C)C(=O)Nc2ccc(C)c(C)c2)CC1
→ 12	·	0	2	-0.5	-1	-3	-6	-12	3
- COc1ccc(/C=N/n2c(SC)nnc(C(C)(C)C)c2=O)cc1OC
→ -1	·	8	-4	i	-11	-1	5	0	·
- Cc1occc1C(=O)N1CCN(C(=O)C2CCCO2)CC1 (configuration not stated)
→ 4	0.6	-5	-1	-5.6	12	1	47*	-7	-9
- Cc1cccc(NC(=S)Nc2ccccn2)c1C
→ 7	·	1	1	-3.3	6	-6	5	6	-12
- c1ccc2c(c1)CSc1sccc1C2=C1CCNCC1
→ -3	·	16	8	-4.2	17	-2	7	-7	19
- CCOC(=O)[C@H]1[C@H]2COc3ccc(Cl)cc3[C@@H]2N2C(=O)CN(Cc3ccc(Cl)cc3)C(=O)[C@@]12C
→ 32	1.8	4	·	-0.7	·	-6	2	3	-27
- Cc1cccc(NC(=O)Cn2c(=O)n(C)c3ccccc32)c1
→ 2	·	2	-3	-0.3	-5	1	10	14	14
- N#Cc1c(N)n(-c2cccc(C(=O)O)c2)c2nc3ccccc3nc12
→ 6	0.8	-69	-4	3.7	18	-14	-9	-376	-3
- CCNC(=O)C1(C)CCCN(CC(=O)c2ccccc2OC)C1 (configuration not stated)
→ 2	0.1	·	·	-2.5	·	·	6	8	·
- CCc1nnc(NC(=O)CCC(=O)N2CCN(Cc3cc(Cl)ccc3OC)CC2)s1
→ 41	·	2	0	i	8	9	-1	-10	-10
- CC(=O)Nc1ccc(NC(=O)C(C)OC(=O)CCCN=C2NS(=O)(=O)c3ccccc32)cc1 (configuration not stated)
→ -3	2.6	2	·	-1.4	·	0	-4	2	-17
- O=C(Cn1ncc2c3ccccc3n(Cc3ccccc3)c2c1=O)NCc1ccco1
→ 7	0.0	-16	4	0.7	10	-7	3	1	-8
- CC1=CC(C)C2COC(c3ccc[n+](C)c3)C1C2C (configuration not stated)
→ -2	·	-1	2	-4.2	1	-2	-4	-9	-19
- O=C(NNC(=O)c1ccccc1Cl)c1ccncc1
→ -2	0.4	2	-4	i	8	-4	7	12	-13
- Cc1ccc(C)c(S(=O)(=O)ON2C(=O)c3ccccc3C2=O)c1
→ -5	-0.1	5	1	-0.4	0	8	-3	-3	-13
- CC(=O)c1nnn(-c2ccc([N+](=O)[O-])cc2C)c1C
→ 2	1.2	-13	2	-0.5	48	-10	-6	-5	-7
- COc1ccc(N(CC(=O)Nc2ccc(F)cc2F)S(=O)(=O)c2c(C)nn(C)c2C)cc1
→ 10	1.0	-5	1	-0.4	-8	-3	1	-12	0
- O=C(NC(=S)Nc1ccccc1N1CCOCC1)c1cccs1
→ 11	1.8	-5	5	-0.2	4	-4	1	7	12
- O=C1c2ccccc2C(=O)N1OS(=O)(=O)c1ccc(F)cc1
→ 4	-0.3	-6	-2	-0.2	7	-8	3	3	-12
- CCOC(=O)C(CC)/C(C)=N\NC(=O)CCC(=O)Nc1ccc(Cl)cc1Cl (configuration not stated)
→ -6	3.2	0	6	i	19	3	7	9	·
- CCCCC(NC(=O)Cc1c(C)c2cc3c(C)c(C)oc3c(C)c2oc1=O)C(=O)O (configuration not stated)
→ 1	1.4	-22	2	i	17	0	12	-19	4
- CCCc1cc(C(=O)OC)c(NC(=O)CCC(=O)O)s1
→ 4	0.9	9	2	1.1	11	-2	8	4	-4
- O=C(NCC1CCCO1)c1ccc2c(c1)N(Cc1ccc(Cl)cc1)CCS2 (configuration not stated)
→ 27	0.3	-7	·	i	·	·	-9	-93	·
- S=C(NCCc1ccccc1)NCCN1CCOCC1
→ -4	0.6	4	1	-0.2	9	-3	-3	-10	-6
- CCOC(=O)C1=C(C(F)(F)F)Nc2ncnn2C1c1cc(OC)c(OC)cc1OC (configuration not stated)
→ -6	·	0	-3	-1.0	-4	5	-1	-4	-15
- O=C(Cc1ccccc1[N+](=O)[O-])NCCC1=CCCCC1
→ 4	0.7	2	5	-0.2	-3	2	-5	-8	2
- COc1ccc(-n2c(Cc3cccn3C)nnc2SCC(=O)N2CCCC2)cc1
→ 12	0.5	-7	7	i	30	-3	-2	4	10
- CCCn1c(SCC(=O)NC23CC4CC(CC(C4)C2)C3)n[nH]c1=O
→ 0	·	1	1	i	3	-3	-3	2	-4
- Cc1ccc2c(c1)nc(NCCCO)n2C
→ 7	·	4	-7	i	19	5	-2	8	-15
- CNC(=O)COc1ccc(S(=O)(=O)Nc2ccccc2)cc1
→ -5	5.4	-6	1	-0.5	26	0	-5	0	-3
- COc1cc(OC)c(N(C)C(=O)c2cc3c(s2)-c2ccccc2S(=O)(=O)C3)cc1Cl
→ 7	1.2	7	·	-0.3	·	-4	5	-3	3
- Cc1nc2ccc(NC(=O)Cc3cccs3)cc2s1
→ -5	·	-1	-3	i	12	0	7	13	6
- O=C(CSc1ccccc1)NCc1ccco1
→ -3	·	2	-1	·	20	-1	2	-1	-6
- Cc1cccc(N2CCN(C(=O)c3noc4c3COc3ccc(C)cc3-4)CC2C)c1 (configuration not stated)
→ 4	-0.4	0	1	-0.2	25	2	-7	1	-14
- O=C(N/N=C/c1ccc[nH]1)c1sc2ccccc2c1Cl
→ 11	·	12	-2	-0.4	16	-2	8	-2	·
- CSc1nsc(SCC(=O)N2CCCCC2)n1
→ 6	1.8	0	3	-0.2	4	1	6	-8	-7
- COc1ccc(C(=O)OCC(=O)NCC2CCCCC2)cc1S(=O)(=O)N1CCCc2ccccc21
→ 27	·	6	0	-2.0	12	4	-3	9	-3
- CCN1CCN(C(=O)N(CC(=O)Nc2ccc(C(N)=O)cc2)S(=O)(=O)c2ccc(C)cc2)CC1
→ 4	-0.2	-2	·	1.6	·	·	-3	-13	-9
- CN1C(=O)N(c2nnc(C(C)(C)C)s2)C(=O)C1c1ccccc1 (configuration not stated)
→ -1	0.8	8	-3	i	24	-1	-4	-2	-2
- COc1ccc(C(=O)NC(Cn2ccnc2)C(C)(C)C)cc1OC1CCN(C(C)C)CC1 (configuration not stated)
→ -8	0.0	1	-3	-0.1	30	-2	5	-9	-7
- COc1ccc(Cl)cc1CC1(C)C(=O)Nc2c(Cl)cccc21 (configuration not stated)
→ 12	3.0	·	·	-1.6	·	·	4	23	·
